# High-throughput results (PubChem)
# GLS inh = glutaminase GLS (human) inhibition. O94925. Potency, µM (highest dose often 45.5 µM), inactives show at the top dose activity change, negative = inhibition, usual class: inhibitors. hit rate 0.21% among 410,000. AID 624170. GLS enzymatic activity, qHTS titration; note: potency is the fitted concentration of half-maximal effect; % is set by controls: 0 for no effect and ±100 for the full control effect
#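 Read-out is an Amplex red fluorescence increase coupled through glutamate oxidase and HRP, measured before and after 30 min room-temperature incubation. hKGA is in 45 mM KH2PO4 (pH 8.2) with 0.02% Tween-20; glutamine added as 1mM solution.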
# IDH1 R132H inh = inhibitors of human mutant IDH1 R132H. O75874. IDH1-R132H enzyme, NADPH consumption, diaphorase/resazurin fluorescence. Potency, µM (series often up to 76.6 µM), for the others: top-dose activity change, negative = inhibition, hits mostly inhibitors. hit rate 0.093% among 390,000. AID 602179; note: potency is the fitted concentration of half-maximal effect; % is set by controls: 0 for no effect and ±100 for the full control effect; nearly all actives have a fitted effect of over 65% in size
# Target sequence (O75874 whole entry R132H, stated change not applied): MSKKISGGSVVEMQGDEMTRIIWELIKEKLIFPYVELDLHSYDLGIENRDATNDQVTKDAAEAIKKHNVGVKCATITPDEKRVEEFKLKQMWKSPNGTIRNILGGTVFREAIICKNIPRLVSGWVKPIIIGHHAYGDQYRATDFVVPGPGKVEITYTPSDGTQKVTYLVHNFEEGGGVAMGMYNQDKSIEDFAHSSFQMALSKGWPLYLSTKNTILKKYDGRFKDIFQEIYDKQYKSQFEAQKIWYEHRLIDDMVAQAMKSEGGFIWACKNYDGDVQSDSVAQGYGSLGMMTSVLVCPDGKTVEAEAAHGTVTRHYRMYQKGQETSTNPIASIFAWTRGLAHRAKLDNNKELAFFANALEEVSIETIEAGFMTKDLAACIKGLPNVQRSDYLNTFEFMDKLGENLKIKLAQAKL
#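 IDH1-R132H (0.5 ug/mL dispensed) in pH 7.5 Tris buffer was preincubated 30 min with compound, then given a substrate mix of 0.016 mM NADPH and 2 mM alpha-KG for 80 min at room temperature; remaining NADPH was read by diaphorase/resazurin fluorescence.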
# HP1b chromo inh = blocks HP1-beta chromodomain binding to methylated histone tails; P83916; AlphaScreen HP1-beta / biotin-H3K9me3 peptide binding; Potency, µM (top dose mostly 114 µM), without a hit: at the highest dose activity change, negative = inhibition, hits mostly inhibitors; hit rate 0.56% among 390,000; AID 540317; note: potency is the fitted concentration of half-maximal effect; nearly all actives have a fitted effect of over 70% in size; inactives centre near 23
#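 HP1-beta protein (50 nM final) preincubated 30 min at room temperature with biotinylated H3(1-18)K9me3 peptide (50 nM) in PBS pH 7.4, 0.01% Tween-20, then compound added for 30 min. AlphaScreen streptavidin donor/nickel chelate acceptor beads (10 ug/mL final), 30 min dark, luminescence read.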
# TrxR1 substrate = substrates of rat thioredoxin reductase 1; O89049; purified TrxR1 substrate turnover, NADPH consumption readout; Potency, µM (series often up to 114 µM), for inactives: at the top dose activity change, negative = substrate turnover; hit rate 0.01% among 390,000; AID 588456; note: potency is the fitted concentration of half-maximal effect; % is set by controls: 0 for no effect and ±100 for the full control effect; nearly all actives have a fitted effect of over 50% in size
# Target sequence (O89049 whole entry, looked up): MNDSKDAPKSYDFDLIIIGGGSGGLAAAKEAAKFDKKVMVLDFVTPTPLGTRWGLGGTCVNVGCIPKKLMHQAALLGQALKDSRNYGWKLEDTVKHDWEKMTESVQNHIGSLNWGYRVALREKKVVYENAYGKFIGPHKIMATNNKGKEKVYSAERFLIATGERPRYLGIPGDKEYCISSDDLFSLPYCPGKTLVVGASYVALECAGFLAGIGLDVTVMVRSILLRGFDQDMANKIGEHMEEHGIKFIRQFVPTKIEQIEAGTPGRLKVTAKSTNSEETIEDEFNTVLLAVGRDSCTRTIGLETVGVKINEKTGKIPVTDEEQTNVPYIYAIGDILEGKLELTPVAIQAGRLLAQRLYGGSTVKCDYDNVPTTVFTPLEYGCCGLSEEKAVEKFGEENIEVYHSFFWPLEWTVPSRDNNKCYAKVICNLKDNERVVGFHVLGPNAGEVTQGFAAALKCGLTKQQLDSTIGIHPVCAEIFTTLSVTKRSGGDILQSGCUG
#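 Rat TrxR1, dispensed at 90 nM, was prereduced with 400 uM NADPH (final) for 5 min at ~22 deg C, then incubated with compound 15 min before 400 uM selenite. A first-read NADPH fluorescence drop versus no-compound background flagged substrates.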
# Tb PGK inh = inhibitors of T. brucei phosphoglycerate kinase; P07378; PGK/GAPDH coupled, Kinase-Glo luminescence, 60 min; Potency, µM (doses to about 57.5 µM), for the others: at the top dose activity change, negative = inhibition, actives largely listed as inhibitors; hit rate 0.043% among 380,000; note: potency is the fitted concentration of half-maximal effect; % is set by controls: 0 for no effect and ±100 for the full control effect; nearly all actives have a fitted effect of over 60% in size
#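 Recombinant glycosomal PGK reaction used 1,3-bisphosphoglycerate generated in-well by GAPDH (100nM final) in 100mM TEA pH 7.6, 5mM MgCl2, 0.01% Tween-20. After 60 minutes at room temperature, ATP was read by Kinase-Glo Plus luminescence end-point.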
# Pin1 inh = blocks the human prolyl isomerase Pin1 | Potency, µM (doses to about 115 µM), for inactives: at the top dose activity, negative = inhibition, hits mostly inhibitors | AID 504891 | hit rate 0.009% among 390,000 | Pin1 FP peptide displacement, HiFluor488, 10 min; active = well fitted inhibition curve with a large enough effect in the polarisation, with a control signal flat, not every such curve was filed as active; inconclusive = small, poorly fitted or top-dose-only effect, or effect the other way, or a change in a side signal; inactive = no such curve, though single readings can be large or run the other way; the % refers to the polarisation; note: potency is the fitted concentration of half-maximal effect; % is set by controls: 0 for no effect and ±100 for the full control effect
# TrxR1 inh = blocks rat thioredoxin reductase 1. hit rate 1% among 390,000. Potency, µM (series often up to 114 µM), inactives show top-dose activity change, negative = inhibition, actives largely listed as inhibitors. AID 588453. recombinant rTrxR1, NADPH fluorescence consumption, selenite substrate. O89049; note: potency is the fitted concentration of half-maximal effect; % is set by controls: 0 for no effect and ±100 for the full control effect; nearly all actives have a fitted effect of over 65% in size
#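 Rat TrxR1 (90 nM in the dispensed reagent) was pre-reduced with 400 uM NADPH for 5 min at room temperature, then incubated with compound for 15 min. After 400 uM selenite was added, NADPH fluorescence (Ex 340/Em 450 nm) was followed for 8 min.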
# USP1-UAF1 inh = USP1/UAF1 (human) deubiquitinase inhibition | O94782 | recombinant USP1/UAF1, Ub-Rhodamine cleavage fluorescence | Potency, µM (titrated, usually from 57.1 µM), inactives show at the top dose activity change, negative = inhibition, actives largely listed as inhibitors | hit rate 0.23% among 390,000 | AID 743255; note: potency is the fitted concentration of half-maximal effect; % is set by controls: 0 for no effect and ±100 for the full control effect; nearly all actives have a fitted effect of over 60% in size; inactives centre near -12
#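 1 nM enzyme complex + cpd, 15 min RT; start with Ub-Rho 150nM final; kinetic fluorescence ex 480/em 540, 6 reads q60 s. Buffer 50mM HEPES pH 7.8, 0.5mM EDTA, 0.1 mg/ml BSA, 1mM TCEP, 0.01% Tween-20.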
# PI4K2A inh = inhibitors of human PI4K2A. Q9BTU6. purified PI4K2A, ADP-Glo luminescence, 1 h; active compounds read low. activity change, negative = inhibition, % at 76.9 µM. hit rate 0.13% among 420,000. AID 1346378; in the data active = activity change below about -50%; inconclusive = mostly about -30% to -49%;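 note: -100% = wells without enzyme as full effect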
#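 Compounds are screened against recombinant PI4K2A using PI as substrate and ATP, the latter dispensed at 300 microM. Reactions run one hour at ambient temperature before ADP-Glo detection; full inhibition defined by wells lacking enzyme.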
# * = called active by the depositor; i = inactive; ? = inconclusive; nt = not tested or not shown; [ ] = remark or other dose. Unless noted, calls come from the whole dose curve; as a rule, active = well fitted curve in the direction sought with a large enough effect; inconclusive = small, poorly fitted or top-dose-only effect, or another doubt; inactive = no such curve, though single readings can be large; an effect the other way counts as inactive or inconclusive. The list is partial. The share of hits here may be higher or lower than overall.
SMILES,GLS inh,IDH1 R132H inh,HP1b chromo inh,TrxR1 substrate,Tb PGK inh,Pin1 inh,TrxR1 inh,USP1-UAF1 inh,PI4K2A inh
CCn1c(CNC(=O)c2ccc3c(c2)OCO3)nnc1SCC(=O)Nc1cc(C)ccc1OC,5%,1%,19%,10%[57.1 µM],-7%,-2%,5%[57.1 µM],-26%,0
Cc1ccc(Cc2nc3ccccc3nc2SCC(=O)NCCC(C)C)cc1,5%,-5%,31%[57 µM],-3%[57.1 µM],2%,-9%,4%[57.1 µM],-20%,2
CCc1ccccc1NC(=O)C1CCCN(c2cnccn2)C1 (centres undefined),-5%,9%,32%,-2%,i,-5%,10%,-2%,6
COCCn1c(=NC(=O)/C=C/c2cccs2)sc2cc(NC(C)=O)ccc21,8%,6%,12%,6%,-3%,80%[activator],5%,1%,1
O=C(CSc1nc2ncccc2o1)Nc1cccc(C(F)(F)F)c1,25%,-13%,17%,3%[57.1 µM],8%,0%,9%[57.1 µM],-18%,2
NC(=O)Cn1c(=O)n(CCC(=O)NCCSCc2ccccc2)c(=O)c2ccccc21,-7%,-8%,7%[57 µM],0%,-3%,-7%,17%,-19%,3
CC1=CN2CC(O)CN=C2C=C1 (centres undefined),-2%,-3%,11%,262%[activator],-7%,-1%,17%,-19%,-4
COc1cc(OC)cc(C(=O)NC2CCN(Cc3nnnn3Cc3cccs3)CC2)c1,nt,-2%,28%,3%,6%,?,6%,-10%,3
CCN1C(=O)[C@@H]2[C@@H](c3ccc(-c4ccc5c(c4)OCO5)c(OC)c3)N3CCC[C@@]3(C(=O)OC)[C@@H]2C1=O,-1%,8%,-10%,5%,-6%,0%,13%,-17%,-3
O=C(O/N=C(/c1ccccc1)c1ccncc1)c1ccccc1[N+](=O)[O-],-11%,1%,26%,-8%,i,-2%,4%[57.1 µM],-5%,-2
COc1ccc2nc(SCC(=O)N(C)C3CCCCC3)c(C#N)cc2c1,1%,3%,43%[activator],-2%,0%,?,-10%,-18%,-4
O=C(c1ccc(-n2cccc2)cc1)N1CCN(Cc2ccccc2)CC1,nt,-3%,-11%,-7%,5%,-1%,-20%,-10%,2
Cc1ccc(CC(=O)Nc2ccc([N+](=O)[O-])cc2C)cc1,4%,-14%,48%[activator],1%,-8%,2%,10%,-19%,0
C=CCN1C(=O)C2C(C(=O)NC)C3(C)C=CC2(O3)C1C(=O)NCc1ccc(OC)cc1 (centres undefined),-3%,2%,33%,0%,i,5%,8%,-12%,1
CCCN(CC(=O)Nc1ccc(Cl)cc1Cl)C(=O)/C=C/c1cc(OC)ccc1OC,-12%,2%,118%[activator],292%[activator],i,5%,124%[activator],-21%,1
CCOc1ccc(N(CC(=O)Nc2ccccc2OC)S(C)(=O)=O)cc1,3%,0%,9%,-2%,-9%,-5%,14%,-22%,1
O=C(CCS(=O)(=O)c1nc(-c2ccc3c(c2)OCO3)cc(C(F)(F)F)n1)Nc1ccc(F)c(Cl)c1,-6%,3%,38%[activator],58%[activator],10%,?,42%[activator],?,3
COc1ccccc1N1CCN(C(=O)CN(C)S(=O)(=O)c2ccc3c(c2)c(=O)n(C)c(=O)n3C)CC1,11%,6%,33%,0%,i,-5%,5%,-15%,4
O=C(O)c1cccc(Cn2c(Cl)c(/C=N/NC(=O)c3ccccc3)sc2=O)c1,5%,1%,41%[activator],-13%,1%,-8%,-40%,-19%,-9
CCN(c1ccc(OC)cc1)S(=O)(=O)c1cc(-c2cc(C)no2)ccc1OC,-2%,0%,7%[57 µM],-6%,i,5%,19%,-25%,2
Cc1cc(C)cc(NC(=S)/N=C(\N)Nc2nc(C)c3ccccc3n2)c1,6%,-1%,23%,0%,-4%,21%,2%,-9%,7
Cc1ccc(-c2noc(CSc3nnnn3C3CCCCC3)n2)cc1,1%,-1%,107%[activator],-3%,-2%,4%,23%,-19%,-1
O=c1c2c3c(sc2nc2n1CCCCC2)C(O)CCC3 (centres undefined),-6%,2%,45%,-2%,0%,3%,9%[57.1 µM],-6%,0
O=C(c1cnccn1)N1CCCC(N2CCN(c3cccc(Cl)c3)CC2)C1 (centres undefined),0%,3%,19%,0%,-5%,-1%,5%,-7%,4
Cc1ccc(C(=O)OCCN(C)Cc2ccccc2)cc1,-3%,7%,36%,2%,nt,10%,16%,-5%,-1
COc1ccc(/C=N\N2CCN(Cc3ccccc3Cl)CC2)cc1,13%,10%,-13%,3%,0%,2%,1%,-17%,-3
CCCCN1C(=O)C2(NNc3ccccc3O2)c2ccccc21 (centres undefined),16%,0%,-23%,-10%,-10%,?,-26%,?,17
CCCCCCn1cc(C(=O)OCC)c(=O)c2cc(F)c(F)cc21,-7%,7%,32%,-9%,-4%,6%,18%[57.1 µM],-5%,1
C#CCSc1nnc(-c2ccc(C)cc2)o1,13%,15%,60%,-8%,7%,2%,-10%,3%,2
COc1ccccc1NC(=O)c1oc2ccccc2c1NC(=O)c1c(F)cccc1F,-1%,8%,25%,14%,9%,-3%,12%,16%,2
CN1CCN(S(=O)(=O)NC[C@H]2O[C@@H](n3cnc4c(N)ncnc43)[C@H](O)[C@@H]2O)CC1,3%,-7%,40%[activator],-2%,1%,3%,15%,2%,-18
O=C(CSc1ccccn1)Nc1ccc(NC(=O)CSc2ccccn2)cc1,2%,-4%,27%,1%,-8%,-1%,1%,-18%,-6
COc1cccc(C(=O)NC2=NCCS2)c1,8%,12%,20%,8%[57.1 µM],-2%,-8%,24%[57.1 µM],-16%,2
COc1ccc(CCN(C)C2CCCN(C(=O)c3ccnn3C)C2)cc1OC (centres undefined),-13%,16%,19%,-8%,6%,-7%,?,-9%,5
Cc1ccc(S(=O)(=O)NCc2cn3ccccc3n2)c(C)c1,-11%,3%,35%,1%,i,-4%,25%,-9%,5
COc1ccc(Br)cc1/C=N/NC(=O)C[n+]1ccccc1,-2%,-2%,34%,-6%,-9%,-2%,-1%,-20%,2

# Structures from the list above with a halogen:
SMILES,GLS inh,IDH1 R132H inh,HP1b chromo inh,TrxR1 substrate,Tb PGK inh,Pin1 inh,TrxR1 inh,USP1-UAF1 inh,PI4K2A inh
O=C(CSc1nc2ncccc2o1)Nc1cccc(C(F)(F)F)c1,25%,-13%,17%,3%[57.1 µM],8%,0%,9%[57.1 µM],-18%,2
CCCN(CC(=O)Nc1ccc(Cl)cc1Cl)C(=O)/C=C/c1cc(OC)ccc1OC,-12%,2%,118%[activator],292%[activator],i,5%,124%[activator],-21%,1
O=C(CCS(=O)(=O)c1nc(-c2ccc3c(c2)OCO3)cc(C(F)(F)F)n1)Nc1ccc(F)c(Cl)c1,-6%,3%,38%[activator],58%[activator],10%,?,42%[activator],?,3
O=C(O)c1cccc(Cn2c(Cl)c(/C=N/NC(=O)c3ccccc3)sc2=O)c1,5%,1%,41%[activator],-13%,1%,-8%,-40%,-19%,-9
O=C(c1cnccn1)N1CCCC(N2CCN(c3cccc(Cl)c3)CC2)C1 (centres undefined),0%,3%,19%,0%,-5%,-1%,5%,-7%,4
COc1ccc(/C=N\N2CCN(Cc3ccccc3Cl)CC2)cc1,13%,10%,-13%,3%,0%,2%,1%,-17%,-3
CCCCCCn1cc(C(=O)OCC)c(=O)c2cc(F)c(F)cc21,-7%,7%,32%,-9%,-4%,6%,18%[57.1 µM],-5%,1
COc1ccccc1NC(=O)c1oc2ccccc2c1NC(=O)c1c(F)cccc1F,-1%,8%,25%,14%,9%,-3%,12%,16%,2
COc1ccc(Br)cc1/C=N/NC(=O)C[n+]1ccccc1,-2%,-2%,34%,-6%,-9%,-2%,-1%,-20%,2
